Ec RNAP inh: inhibitors of Escherichia coli RNA polymerase | P0A8V2 | E. coli RNA polymerase, fluorescence transcription assay | inhibition, %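 (tested at 10 µM)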 | 0.2% of 62,000 active | AID 559; in the data active = inhibition above about 20%;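 note: 0% = enzyme without compound and 100% = no enzyme blank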
CatS inh: human cathepsin S inhibition; inhibition, %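 (tested at 5 µM per compound within 10-compound mixtures)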; recombinant cathepsin S, AMC dipeptide fluorescence, pooled mixtures; P25774; 0.06% of 62,000 active; in the data active = inhibition above about 32%, passing the limit was not always enough;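 note: 0% = enzyme without compound and 100% = blank without enzyme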
RORa activator: activators of human nuclear receptor RORA | P35398 | AID 560 | activation, % at 10 µM | CHO-K1 Gal4-RORA LBD luciferase reporter, luminescence; percent increase over mock-subtracted basal signal | 1.5% of 65,000 active;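 active = activation above the mean of all tested compounds plus 3 SD, cut at about 49% in these data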;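 note: 0% = DMSO-treated RORA cells and 100% = added signal equal to DMSO minus mock-transfected cells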
Target sequence (P35398 whole entry, looked up, the tested form may be a part): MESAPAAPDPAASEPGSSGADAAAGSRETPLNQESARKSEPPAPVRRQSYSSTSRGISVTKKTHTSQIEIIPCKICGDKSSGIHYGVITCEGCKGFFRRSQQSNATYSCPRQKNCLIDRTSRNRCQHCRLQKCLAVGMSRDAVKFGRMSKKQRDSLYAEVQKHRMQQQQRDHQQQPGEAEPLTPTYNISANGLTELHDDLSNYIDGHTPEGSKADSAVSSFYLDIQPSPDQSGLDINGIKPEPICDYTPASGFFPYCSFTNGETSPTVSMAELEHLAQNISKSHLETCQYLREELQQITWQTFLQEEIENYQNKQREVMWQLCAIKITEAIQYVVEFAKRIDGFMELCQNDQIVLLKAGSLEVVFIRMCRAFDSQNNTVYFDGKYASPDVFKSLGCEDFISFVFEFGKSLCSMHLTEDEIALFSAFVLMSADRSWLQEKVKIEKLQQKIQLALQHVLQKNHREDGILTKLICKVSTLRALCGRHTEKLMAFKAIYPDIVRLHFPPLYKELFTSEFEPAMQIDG
AP complement: alternative pathway complement inhibition, orthogonal assay | inhibition, % at 5 µM | 0.08% of 62,000 active | Human serum alternative complement pathway, LPS-coated ELISA, C3 deposition; tested in compound mixtures | AID 1235;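 active = inhibition above 30% in each of the two pooled mixtures holding the compound, so the lower value exceeds 30%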;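 note: 0% = serum in Mg-EGTA without compound and 100% = EDTA serum blank; some compounds past the cut are filed as inactive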
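Assay system: human serum alternative complement pathway, C3 deposition on LPS-coated wells; Dosing: 5 µM per compound in ten-compound mixtures; Detection: Anti-C3 ELISA, OD 450 nm; Buffer or medium: Mg2+-EGTA GVB++ buffer containing human serum at 1:15 dilution; Timing: 1 h at 37 °C; Replication: two different pools per compound.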
JNK3 inh: JNK3 (human) kinase inhibition; purified JNK3 kinase activity, HTS; inhibition, % at 8 µM; 0.61% of 60,000 active; AID 746; in the data active = inhibition above about 17%;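 note: 0% = DMSO and 100% = reference inhibitor; many of its hits are not listed in these tables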
Target sequence (P53779 whole entry, looked up): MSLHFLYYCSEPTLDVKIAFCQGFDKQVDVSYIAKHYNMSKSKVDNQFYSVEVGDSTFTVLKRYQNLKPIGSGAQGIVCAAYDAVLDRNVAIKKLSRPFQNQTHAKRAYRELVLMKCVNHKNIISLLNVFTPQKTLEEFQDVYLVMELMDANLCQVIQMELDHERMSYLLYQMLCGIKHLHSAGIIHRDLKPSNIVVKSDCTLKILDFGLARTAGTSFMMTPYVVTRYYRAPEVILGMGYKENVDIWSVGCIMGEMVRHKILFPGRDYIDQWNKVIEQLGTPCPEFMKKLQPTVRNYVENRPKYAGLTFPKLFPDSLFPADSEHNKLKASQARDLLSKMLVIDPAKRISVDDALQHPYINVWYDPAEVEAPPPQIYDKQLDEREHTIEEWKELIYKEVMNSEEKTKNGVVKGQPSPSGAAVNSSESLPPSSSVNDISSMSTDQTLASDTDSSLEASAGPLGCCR
ROCK2 inh: blocks human Rho kinase 2 activity; purified ROCK2, Kinase-Glo ATP depletion luminescence; inhibition, % at 6 µM; 0.35% of 60,000 active; AID 604;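 active = inhibition above the screen-wide mean inhibition plus 3 SD, cut at about 18% in these data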;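 note: plate controls were DMSO wells for no effect and Y-27632 control wells after no-enzyme background subtraction for full effect; many of its hits are not listed in these tables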
CatB mixtures: inhibitors of human cathepsin B in compound mixtures; P07858; inhibition, %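 (ten-compound pools at 5 µM per compound and 50 µM total)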; Purified cathepsin B, AMC dipeptide fluorescence; 0.06% of 62,000 active; in the data active = inhibition above about 22%, passing the limit was not always enough;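 note: 0% = enzyme without compound and 100% = no enzyme blank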
CatB block: human cathepsin B inhibition. P07858. purified cathepsin B, fluorogenic substrate, fluorescence. inhibition, %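 (tested at 10 µM)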. 0.1% of 63,000 active. AID 453; in the data active = inhibition above about 21%;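 note: 0% = enzyme with no compound and 100% = no enzyme blank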
PKA inh: PKA (human) kinase inhibition; 0.1% of 65,000 active; PKA Kemptide phosphorylation, Kinase-Glo ATP luminescence; AID 524; P17612; inhibition, % at 6 µM;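 active = inhibition above the screen-wide mean inhibition plus 3 SD, cut at about 21% in these data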; note: many of its hits are not listed in these tables
Numbers without * were called inactive; nt = no result given.

#1 O=C(Nn1cnnc1)c1ccccc1CCc1ccccc1
#2 CC1(C)C=Cc2c(c3ccccc3[nH]c2=O)O1
#3 CC(C)(C)c1cc(C(=O)NCc2ccccc2)ccn1
#4 CCc1cc(=O)n2[nH]c(C)c(-c3ccccc3OC)c2n1
#5 CCOC(=O)C1CCCN(Cc2cccc(Cl)c2)C1 (stereo not given)

assay / entry	1	2	3	4	5
Ec RNAP inh	4	6	9	7	-5
CatS inh	1	-5	-1	-2	-7
RORa activator	-2	-8	-8	-18	-21
AP complement	18	-1	23	3	-11
JNK3 inh	0	6	-2	4	-2
ROCK2 inh	-2	3	-2	1	-2
CatB mixtures	5	1	4	2	-1
CatB block	1	3	-1	0	-1
PKA inh	0	9	-5	-8	2

#6 CC(=O)c1cc(C)ccc1OC(=O)c1cccnc1
#7 COc1cccc(OCC(O)CN(CCO)Cc2ccccc2)c1 (stereo not given)
#8 CCN(c1ccccc1)S(=O)(=O)c1ccc(OCc2c(C)noc2C)cc1
#9 CCCCC(NC(=O)c1ccc(Cl)cc1)C(=O)O (stereo not given)
#10 COC(=O)Cn1c(CN2CCN(c3ccc(F)cc3)CC2)nc2c1c(=O)n(C)c(=O)n2C

assay / entry	6	7	8	9	10
Ec RNAP inh	-10	7	6	5	8
CatS inh	-19	0	-5	0	4
RORa activator	-4	-1	-3	-1	-13
AP complement	9	5	2	-8	10
JNK3 inh	-4	-1	nt	0	1
ROCK2 inh	3	6	nt	-5	1
CatB mixtures	-6	-2	2	-5	0
CatB block	1	0	1	-2	-1
PKA inh	0	15	12	4	0

#11 CC1(C)CC(=O)c2cc(C(=O)N3CCCC(C)(C)C3)c(=O)n(-c3ccccc3)c2C1
#12 COc1ccc(-c2noc(CN3CCOCC3)n2)cc1OC
#13 COc1ccc(Cc2nnc(NC(=O)c3ccco3)s2)cc1OC
#14 N#CCCN1CCN(S(=O)(=O)c2ccc(S(=O)(=O)N3CCCCCC3)cc2)CC1
#15 Cn1c(=O)c2c(nc(NCc3ccc4c(c3)OCO4)n2Cc2ccccc2F)n(C)c1=O

assay / entry	11	12	13	14	15
Ec RNAP inh	4	11	12	3	14
CatS inh	nt	8	1	-2	17
RORa activator	-26	7	-11	12	-3
AP complement	nt	2	2	11	2
JNK3 inh	3	4	0	-3	6
ROCK2 inh	-9	8	1	-1	1
CatB mixtures	nt	-6	5	0	-2
CatB block	-1	2	5	-4	-3
PKA inh	3	6	7	3	-6

#16 CCOC(=O)Cc1csc(NC(=O)CSc2nc3cccnc3n2CC)n1
#17 CCOCCCNCc1cccc(OC)c1
#18 O=C(Nc1cccc(C(F)(F)F)c1)C1CCN(S(=O)(=O)c2cnc[nH]2)CC1
#19 O=C(CCN1CCN(c2ccccc2F)CC1)Nc1ccccc1F
#20 O=c1c2ccccc2[nH]c(=S)n1C1CCCCC1

assay / entry	16	17	18	19	20
Ec RNAP inh	13	8	1	0	3
CatS inh	12	-4	-4	5	5
RORa activator	2	-20	-9	-22	-7
AP complement	8	11	14	22	18
JNK3 inh	9	3	2	1	3
ROCK2 inh	13	1	4	1	8
CatB mixtures	4	3	2	8	-4
CatB block	2	2	5	-1	0
PKA inh	4	-2	7	3	10

#21 COc1ccc(Br)cc1CNC(=O)C1CCCN(S(C)(=O)=O)C1 (stereo not given)
#22 Clc1ccc(-c2nc(-c3ccccn3)no2)cc1Cl
#23 CCOC(=O)CNC(=O)C(Cc1ccccc1)NS(=O)(=O)c1cccs1 (stereo not given)
#24 CCOc1ccc(C(=O)Nn2cnnc2)cc1
#25 COc1cccc2cc(C(=O)N3CCN(c4ccccc4F)CC3)c(=O)oc12

assay / entry	21	22	23	24	25
Ec RNAP inh	12	8	3	7	-3
CatS inh	11	5	6	-7	0
RORa activator	-9	-51	-4	-21	4
AP complement	5	9	11	23	9
JNK3 inh	-4	0	nt	8	nt
ROCK2 inh	3	1	nt	5	nt
CatB mixtures	-9	1	1	0	31
CatB block	1	1	1	3	6
PKA inh	7	4	-5	2	1

#26 COc1ccc2cc(C(=O)NCc3ccco3)c(=O)oc2c1
#27 O=C(Nc1ccccn1)C(NS(=O)(=O)c1cccc2nsnc12)c1ccccc1 (stereo not given)
#28 CC1CCN(CC(=O)NCc2ccccc2)CC1
#29 COc1nc(-c2ccccc2)ccc1-c1noc(-c2ccccc2F)n1
#30 COc1cc(OC)c(CN2CCN(c3ccc(F)cc3)CC2)cc1Br

assay / entry	26	27	28	29	30
Ec RNAP inh	1	6	6	9	nt
CatS inh	-6	-2	24	6	nt
RORa activator	1	-5	-11	1	12
AP complement	13	19	7	7	17
JNK3 inh	0	-4	5	3	-2
ROCK2 inh	4	4	2	3	1
CatB mixtures	-6	3	8	-2	nt
CatB block	6	3	0	6	nt
PKA inh	3	5	2	5	4

#31 Cc1nn(C)cc1CNC(=O)Nc1ccc(Br)cc1Cl
#32 Cc1nnc(SCCn2c(N3CCCCC3)nc3c2c(=O)[nH]c(=O)n3C)s1
#33 CC(=O)C1=C(O)C(=O)N(Cc2cccnc2)C1c1ccccc1Cl (stereo not given)
#34 Cc1ccc(CC(=O)Nc2cccc(C)n2)cc1
#35 CCOC(=O)N1CCN(C(=O)CSc2ncnc3ccccc23)CC1

assay / entry	31	32	33	34	35
Ec RNAP inh	9	nt	-1	-1	7
CatS inh	11	nt	nt	-1	-6
RORa activator	-6	-21	-3	18	-16
AP complement	6	nt	nt	3	14
JNK3 inh	8	-1	6	nt	-4
ROCK2 inh	7	4	-7	nt	2
CatB mixtures	7	nt	nt	2	3
CatB block	2	nt	-2	-1	1
PKA inh	2	8	-1	10	8

#36 CC(=O)c1c(C)nc(-c2ccc(Cl)cc2Cl)n1O
#37 COc1ccc(OC)c(C2/C(=C(/O)c3cnn(-c4ccccc4)c3C)C(=O)C(=O)N2CCN(C)C)c1 (stereo not given)
#38 Cc1ccc2cccc(S(=O)(=O)N3CCN(c4cccc(Cl)c4)CC3)c2n1
#39 Cn1c(SCC(=O)O)nc2ccccc2c1=O
#40 C/C=C(\C)c1nnc(NC(=O)C(C)C)s1

assay / entry	36	37	38	39	40
Ec RNAP inh	10	-4	3	4	2
CatS inh	9	nt	4	-9	-25
RORa activator	7	-2	15	2	3
AP complement	11	nt	-34	-5	16
JNK3 inh	1	-5	-5	-4	0
ROCK2 inh	2	-9	-2	2	7
CatB mixtures	4	nt	5	4	4
CatB block	0	0	8	3	-1
PKA inh	2	3	6	11	12

#41 c1cn2cc(CSC3CCCCC3)nc2s1
#42 O=C(NCc1cccnc1)NC1(C(F)(F)F)Oc2ccc(Cl)cc2O1 (stereo not given)
#43 O=C(NCc1ccccc1Cl)C1CCN(S(=O)(=O)N2CCCCC2)CC1
#44 CCOC(=O)c1ccc(NC(=O)CSc2nnnn2CCCO)cc1
#45 Cc1ccc(C)c(N2CCN(C(c3ccncc3)c3nnnn3Cc3ccccc3)CC2)c1 (stereo not given)

assay / entry	41	42	43	44	45
Ec RNAP inh	8	6	7	3	2
CatS inh	12	2	-4	1	15
RORa activator	30	4	-2	7	6
AP complement	3	14	11	10	-1
JNK3 inh	6	-3	-3	2	2
ROCK2 inh	1	1	2	0	-2
CatB mixtures	8	3	6	5	-2
CatB block	-5	0	3	-1	1
PKA inh	9	7	3	-3	0

Results in CatB mixtures and RORa activator, for two of the compounds above:
| no. | smiles | CatB mixtures | RORa activator |
| --- | --- | --- | --- |
| 43 | O=C(NCc1ccccc1Cl)C1CCN(S(=O)(=O)N2CCCCC2)CC1 | 6 | -2 |
| 44 | CCOC(=O)c1ccc(NC(=O)CSc2nnnn2CCCO)cc1 | 5 | 7 |

(next part)
#46 CC(C)Cn1c(-c2ccc(F)cc2)n[nH]c1=S
#47 C=CCn1c(SCC2=C(C(=O)OCC)C(C)NC(=O)N2)nnc1C1CCCCC1 (stereo not given)
#48 C=CCn1cc(C(=O)N2CCN(C)CC2)c(=O)c2cc(S(=O)(=O)N3CCCC3)ccc21
#49 COc1ccccc1NC(=O)CSc1nc(N)cc(N)n1
#50 Cc1ccccc1OC(=O)CCC(=O)OCCCC(F)(F)C(F)(F)F

assay / entry	46	47	48	49	50
Ec RNAP inh	8	5	5	2	-1
CatS inh	7	-24	-2	-8	14
RORa activator	-15	-11	-1	-9	-4
AP complement	-1	15	17	18	9
JNK3 inh	2	-6	0	10	-7
ROCK2 inh	7	2	2	8	-1
CatB mixtures	8	-5	2	6	-3
CatB block	-4	-3	3	1	-4
PKA inh	7	7	6	6	-8

#51 CCCn1nnc2sc3c(c2c1=O)CCC(C)C3 (stereo not given)
#52 Brc1ccc2ncnc(NCc3ccco3)c2c1
#53 CCOC(=O)c1c(C)[nH]c(C(=O)CSc2nnnn2-c2ccccc2)c1C
#54 O=S(=O)(c1cccc2nsnc12)N1CCOCC1
#55 CCN(Cc1cc2cc(OC)ccc2[nH]c1=O)C(=O)c1ccncc1

assay / entry	51	52	53	54	55
Ec RNAP inh	-4	-2	11	13	-7
CatS inh	-4	-5	10	9	-5
RORa activator	18	4	-1	0	-14
AP complement	12	8	8	21	6
JNK3 inh	nt	-3	nt	-2	-5
ROCK2 inh	nt	-4	nt	3	7
CatB mixtures	0	-3	3	4	-5
CatB block	-5	1	1	nt	-1
PKA inh	8	0	0	4	2

#56 Cc1ccccc1OCC(=O)NCC1CCCO1 (stereo not given)
#57 COC(=O)c1ccc(Cn2cnc3c(cnn3-c3ccc(C)c(C)c3)c2=O)o1
#58 CC1(C)Cc2nc3n[nH]c(N)c3cc2CO1
#59 CC(=O)c1c(N2CCN(c3cccc(Cl)c3)CC2)nc(=S)n(-c2ccccc2)c1C
#60 CC(Sc1nc(NCc2ccccc2)nc(N2CCOCC2)n1)C(=O)Nc1ccccc1 (stereo not given)

assay / entry	56	57	58	59	60
Ec RNAP inh	6	nt	-15	-2	7
CatS inh	6	nt	1	1	10
RORa activator	-6	-24	-32	-15	-1
AP complement	-1	nt	-6	17	0
JNK3 inh	1	-2	5	2	2
ROCK2 inh	10	-3	-8	-1	0
CatB mixtures	-2	nt	5	-2	6
CatB block	1	nt	0	-4	-2
PKA inh	8	-6	2	-5	-1

#61 CCCOc1ccccc1N1C(=O)CC(N2CCOCC2)C1=O (stereo not given)
#62 COc1ccc(N2CCN(S(=O)(=O)c3ccc(Cl)c(C(F)(F)F)c3)CC2)cc1
#63 c1cc(C(c2nnnn2C2CCCCC2)N2CCN3CCCC3C2)ccn1 (stereo not given)
#64 CCOC(=O)c1c(NC(=O)CSc2nc3cccnc3n2C)sc(C(C)=O)c1C
#65 CCn1c(CN2CCN(C(=O)c3ccco3)CC2)nc2c1c(=O)n(C)c(=O)n2C
#66 O=C(O)CCC(=O)N1CCc2cc(S(=O)(=O)NC3CCCC3)ccc21
#67 O=C(COc1ncnc2ccccc12)NCCC1=CCCCC1
#68 c1ccc2oc(CCc3nc4ccccc4o3)nc2c1

assay / entry	61	62	63	64	65	66	67	68
Ec RNAP inh	5	7	7	9	10	2	-12	4
CatS inh	1	22	-2	-5	-7	-6	0	2
RORa activator	-3	-5	-3	-8	-14	-3	-5	45
AP complement	5	1	6	0	-5	17	-7	10
JNK3 inh	2	-7	2	7	-3	-5	-5	-1
ROCK2 inh	6	-1	3	4	4	2	0	6
CatB mixtures	-1	1	-1	2	1	0	1	1
CatB block	3	-5	3	5	2	1	4	2
PKA inh	16	-3	9	12	5	-2	5	13

By substructure, those above with a COOH group
#9 CCCCC(NC(=O)c1ccc(Cl)cc1)C(=O)O (stereo not given)
#39 Cn1c(SCC(=O)O)nc2ccccc2c1=O
#66 O=C(O)CCC(=O)N1CCc2cc(S(=O)(=O)NC3CCCC3)ccc21

assay / entry	9	39	66
Ec RNAP inh	5	4	2
CatS inh	0	-9	-6
RORa activator	-1	2	-3
AP complement	-8	-5	17
JNK3 inh	0	-4	-5
ROCK2 inh	-5	2	2
CatB mixtures	-5	4	0
CatB block	-2	3	1
PKA inh	4	11	-2

Not all compounds are listed, so the mix of outcomes need not match the whole.
